Screening data: PubChem BioAssay, several laboratories
MEKK2 mut-MEK5 = MEK5 binding signal on mutant MEKK2 PB1, primary screen, biochemical, multiplex bead flow cytometry, Alexa488-MEK5. Alexa488-MEK5 binding to MEKK2 mutant. percent response, % at 10 µM. hit rate 0.35% among 290,000; in the data active = percent response above about 24%, passing the limit was not always enough; note: inactives centre near 1; some results filed as inactive read as strong as hits; reference of the scale not given here
GPR7 antagonist = GPR7 receptor antagonists, primary screen, cell-based, fluorescence, single concentration | GPR7-expressing cells, fluorescence antagonist assay | inhibition, % at 4.4 µM | hit rate 1.1% among 290,000; in the data active = inhibition above about 16%, passing the limit was not always enough;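 note: cells stimulated with the agonist NPW; 0% = agonist with vehicle and 100% = vehicle without agonist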
Target sequence (P48145 whole entry, looked up): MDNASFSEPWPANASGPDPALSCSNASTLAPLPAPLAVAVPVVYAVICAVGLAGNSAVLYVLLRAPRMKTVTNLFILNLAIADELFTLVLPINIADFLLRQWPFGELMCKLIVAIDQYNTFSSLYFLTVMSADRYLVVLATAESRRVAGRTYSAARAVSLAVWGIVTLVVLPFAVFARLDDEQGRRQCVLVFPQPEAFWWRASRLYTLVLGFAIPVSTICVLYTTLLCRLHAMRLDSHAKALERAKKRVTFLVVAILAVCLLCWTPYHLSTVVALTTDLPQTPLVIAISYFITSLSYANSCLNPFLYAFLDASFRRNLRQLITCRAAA
OXTR potentiator = human OXTR potentiators, primary screen, fluorescence, CHO-OTR cells, Fluo-8 calcium; Oxytocin receptor (Homo sapiens), P30559; Fluo-8 calcium fluorescence, potentiator mode; 0% = oxytocin EC15, 100% = EC100; activation, % at 3 µM; hit rate 0.061% among 320,000;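 active = activation above that plate's cutoff, the mean activation of tested compounds plus 3 SD, cut at about 6.6% in these data, passing the limit was not always enough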;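 note: 100% uses oxytocin at 75 nM as the full agonist control; some results filed as inactive read as strong as hits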
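test system = CHO-OTR cells, human receptor | compound = single-point 3.0 µM | schedule = 6 min compound pre-incubation at room temperature, 100 s kinetic read | signal = Fluo-8 no-wash calcium dye fluorescence, excitation 470-495 nm, emission 515-575 nm | repeats = single well per compound, singlicate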
PfM18AAP inh = PfM18AAP inhibitors, malaria aminopeptidase, primary screen, biochemical, QFRET, recombinant enzyme; M18 aspartyl aminopeptidase (Plasmodium falciparum 3D7); H-Glu-NHMec fluorogenic cleavage; inhibition, % at 7.35 µM; hit rate 1.2% among 290,000;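 active = inhibition above the campaign mean inhibition over all tested compounds plus 3 SD, cut at about 28% in these data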;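 note: 0% = plate median of test compound wells and 100% = 2 mM ZnCl2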
GalR3 antag = GalR3 antagonists in HEK293 cells, primary screen, cell-based, fluorescence readout | Galanin receptor type 3 (Homo sapiens), O60755 | HEK293 GalR3-CNG cAMP membrane potential fluorescence; galR3 body fused to GalR1 C-terminus | inhibition, % at 3 µM | hit rate 0.44% among 360,000 | AID 651719, 2012;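 active = inhibition above the screen-wide average plus 3 SD, cut at about 13% in these data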;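 note: forskolin and galanin both at EC90 stimulate the cells; cAMP rise reported by CNG channel membrane potential dye signal; 0% = forskolin plus galanin with DMSO and 100% = forskolin alone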
Target sequence (O60755 1-299 limits assumed): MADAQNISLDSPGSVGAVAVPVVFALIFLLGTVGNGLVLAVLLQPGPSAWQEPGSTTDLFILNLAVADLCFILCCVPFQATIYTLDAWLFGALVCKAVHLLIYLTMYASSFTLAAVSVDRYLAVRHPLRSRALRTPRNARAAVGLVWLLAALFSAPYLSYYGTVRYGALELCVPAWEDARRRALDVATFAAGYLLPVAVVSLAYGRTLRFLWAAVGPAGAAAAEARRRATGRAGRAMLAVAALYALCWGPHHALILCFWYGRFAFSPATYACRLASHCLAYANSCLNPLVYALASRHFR
MEKK2wt PB1 HTS = modulators of MEK5 binding to wildtype MEKK2, primary screen, biochemical, multiplex bead flow cytometry, Alexa488-MEK5. Mitogen-activated protein kinase kinase kinase 2 (Homo sapiens), Q9Y2U5. Alexa488-MEK5 binding to MEKK2 WT; actives lie on both sides. binding response (% of control), % at 10 µM. hit rate 1.1% among 290,000. AID 1531, 2009; in the data active = binding response below about 67% or above about 130%
NALP1 inh = NALP1 inflammasome inhibitors in reconstituted yeast, colorimetric, S. cerevisiae, triplicate retest; S. cerevisiae NALP1/ASC/caspase-1 growth, X-gal OD620, 72 h; inhibition, % at 10 µM; hit rate 0.61% among 280,000; in the data active = inhibition mostly above about 24%, no sharp cut-off; inactive = mostly below about 32%; note: some compounds called inactive have numbers as strong as hits
V1aR counter = agonists of human V1a receptor, primary screen, counter-screen for OXTR agonist project, fluorescence, CHO-V1R cells | Vasopressin V1a receptor (Homo sapiens), P37288 | Fluo-8 calcium fluorescence, agonist mode; 0% DMSO, 100% 3 nM vasopressin | activation, % at 3 µM | hit rate 0.25% among 320,000 | AID 2797, 2010;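 active = activation above the mean activation of all tested compounds plus 3 SD, per screening run, cut at about 20% in these data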;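 note: signal is peak over basal fluorescence ratio across a 100 second FLIPR read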
Target sequence (P37288 whole entry, looked up): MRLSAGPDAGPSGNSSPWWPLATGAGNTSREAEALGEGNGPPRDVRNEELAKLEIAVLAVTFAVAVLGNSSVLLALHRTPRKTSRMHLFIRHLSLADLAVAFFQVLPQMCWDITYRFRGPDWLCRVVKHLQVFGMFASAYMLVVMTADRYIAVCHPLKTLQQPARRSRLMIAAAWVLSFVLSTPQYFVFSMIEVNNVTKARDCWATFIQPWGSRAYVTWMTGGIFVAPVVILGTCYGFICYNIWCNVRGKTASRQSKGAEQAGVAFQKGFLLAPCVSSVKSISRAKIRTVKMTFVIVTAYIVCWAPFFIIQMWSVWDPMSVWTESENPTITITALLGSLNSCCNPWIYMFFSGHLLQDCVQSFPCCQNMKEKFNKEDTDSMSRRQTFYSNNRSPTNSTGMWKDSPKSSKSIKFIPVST
OXTR agonist = human OXTR agonists, primary screen, fluorescence, CHO-OTR cells, Fluo-8 calcium; Oxytocin receptor (Homo sapiens), P30559; Fluo-8 calcium fluorescence; normalized: DMSO 0%, oxytocin 100%; AID 2435, 2010; activation, % at 3 µM; hit rate 0.32% among 320,000;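 active = activation above the mean of all tested compounds plus 3 SD, cutoff set per screening run, cut at about 20% in these data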;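 note: peak over basal fluorescence ratio from a 100 s FLIPR kinetic read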
Numbers without * were called inactive; . = not tested or not shown.

SMILES	MEKK2 mut-MEK5	GPR7 antagonist	OXTR potentiator	PfM18AAP inh	GalR3 antag	MEKK2wt PB1 HTS	NALP1 inh	V1aR counter	OXTR agonist
Cc1ccc(C(=O)Nc2nc(=O)n(C(=O)c3ccccc3Cl)s2)cc1	-8	6	.	7	2	88	18	.	.
Cc1cccc(N(CC(=O)NCC2CCCO2)C(=O)CCC(=O)Nc2nccs2)c1 (configuration not stated)	0	-11	-6	-8	-5	101	9	-0.3	0.5
O=C(Nc1ccc(F)cc1F)c1c(C(F)(F)F)ccnc1Oc1cccc(C(F)(F)F)c1	-7	13	-1	3	-2	97	0	2.1	-1.1
O=C(Nc1ccc([N+](=O)[O-])cc1)Nc1ccc2[nH]c(=O)[nH]c2c1	1	-21	-14	4	-2	102	-13	0.9	0.0
CO/N=C/NC(=O)NOCc1ncc(C(F)(F)F)cc1Cl	-2	-9	-3	-8	-5	98	16	-0.4	1.4
Cc1cccc(C)c1NC(=O)Cn1nc(C)n2cccc2c1=O	-3	6	-7	-5	-4	95	17	0.6	0.0
O=C(Nc1ccnn1C1CCN(Cc2ccccc2OCCO)CC1)c1cccc(F)c1	9	-9	-6	-2	2	122	10	0.1	-1.5
CCCc1nnc(NC(=O)CCC(=O)O)s1	13	-16	-2	1	1	107	-1	1.0	0.9
Cc1ccc(-c2csc3ncnc(NCCC(=O)O)c23)cc1	0	-13	4	-1	-4	100	20	-0.9	-0.3
O=C(CC1Sc2ccccc2NC1=O)Nc1cccc(-c2nnc3n2CCCCC3)c1 (configuration not stated)	-4	3	-4	-13	-3	93	.	0.4	-1.0
CCc1nc2c3cnn(-c4cc(Cl)ccc4C)c3ncn2n1	13	7	1	4	2	105	-4	-0.6	-2.2
CCC1CCC(c2nnc(-c3ccc([N+](=O)[O-])cc3)o2)CC1 (configuration not stated)	0	-5	-7	-4	-3	102	21	-0.1	-2.1

Single records, from the list above. Screens in order: MEKK2 mut-MEK5, GPR7 antagonist, OXTR potentiator, PfM18AAP inh, GalR3 antag, MEKK2wt PB1 HTS, NALP1 inh, V1aR counter, OXTR agonist
CCc1nc2c3cnn(-c4cc(Cl)ccc4C)c3ncn2n1 in the list: 13, 7, 1, 4, 2, 105, -4, -0.6, -2.2
CO/N=C/NC(=O)NOCc1ncc(C(F)(F)F)cc1Cl in the list: -2, -9, -3, -8, -5, 98, 16, -0.4, 1.4
CCCc1nnc(NC(=O)CCC(=O)O)s1 in the list: 13, -16, -2, 1, 1, 107, -1, 1.0, 0.9
Cc1cccc(N(CC(=O)NCC2CCCO2)C(=O)CCC(=O)Nc2nccs2)c1 (configuration not stated) in the list: 0, -11, -6, -8, -5, 101, 9, -0.3, 0.5

The list continues:
SMILES	MEKK2 mut-MEK5	GPR7 antagonist	OXTR potentiator	PfM18AAP inh	GalR3 antag	MEKK2wt PB1 HTS	NALP1 inh	V1aR counter	OXTR agonist
O=C(O)c1ccccc1-n1ncc2c1/C(=C/c1ccc(Cl)cc1)CC2	1	-9	-7	5	-6	102	-8	-1.3	-2.9
Cc1nc2cc(-c3cccc(F)c3)nn2c(C)c1CCC(=O)NC(C)c1ccc2c(c1)OCCO2 (configuration not stated)	-2	-9	-4	28	1	100	37	5.4	1.4
CC(C)(C)SCCNC(=O)CN(c1ccc(F)c(Cl)c1)S(C)(=O)=O	-7	14	-6	-8	-5	97	-2	0.5	0.7
O=C(CSc1ccccn1)N1CCN(c2ccc(Cl)cc2)CC1	-5	9	-6	33*	-4	95	18	3.3	4.8
CC(/C=N/NC(=O)c1cccc(F)c1)=C\c1ccccc1	1	17	1	-11	-6	99	6	2.5	-0.5
COc1ccc(-c2ccc(CCC(=O)O)o2)cc1	-2	-1	-2	10	-3	96	10	1.0	1.4
Cc1ccc(S(=O)(=O)NCCNc2ccc(Br)c(C)c2)cc1	.	.	-10	.	-4	.	.	6.3	5.0
O=C(O)C1CCCN1C(=O)Nc1ccccc1 (configuration not stated)	4	-7	-11	-9	-1	100	21	0.7	-0.7
O=C(C1=C[C@@H](C2CC2)C[C@@H](OCCCCO)O1)N1CCN(Cc2ccccc2)CC1	6	-19	-8	-3	0	108	4	0.2	-0.3
COc1ccc(CCNC(=O)CSc2ccc3nnc(CCNC(=O)c4ccc(C)cc4)n3n2)cc1OC	3	-12	-7	4	0	104	21	0.6	-1.3
N#Cc1ccccc1Cn1c(=O)oc2ccccc21	-2	6	-16	-10	-5	94	14	0.5	0.4
CCOC(=O)c1sc2nccc(N(C)C)c2c1N=CNOCc1c(F)cccc1Cl	0	-4	-12	-8	3	89	9	-0.3	-1.5
c1ccc2c(c1)C(=NCC1CCCO1)NC2=NCC1CCCO1 (configuration not stated)	0	3	-1	-4	-3	98	13	1.1	0.2
CC1=NN(C(=O)Cc2ccc([N+](=O)[O-])cc2)C(O)(C(F)(F)C(F)(F)F)C1 (configuration not stated)	7	3	-3	5	-5	116	0	1.7	4.1
c1csc(-n2nc3ccccc3n2)c1	8	-5	-6	1	0	104	27	-0.9	-1.8
Cc1nnc(NC(=O)CSc2nnc(NC(=O)C(C)(C)C)s2)s1	-2	-6	-11	26	-4	97	13	2.0	-0.1
C=CCNC(=S)NNc1nc(N2CCCC2)nc(N2CCCC2)n1	5	-13	-3	54*	-4	104	-4	0.8	0.1
COC(=O)CCC(NC(=O)c1cc(C)oc1C)C(=O)OC (configuration not stated)	8	-4	0	-3	0	111	6	0.4	0.3
CC(C)(C)NC(=O)COC(=O)c1ccc(S(=O)(=O)N2CCCCCC2)cc1	4	-3	-3	-7	-2	105	7	6.4	3.4
CCOC1(OCC)C(c2ccc(N)cc2)C(C#N)(C#N)C1(OCC)OCC (configuration not stated)	-2	3	-2	-7	3	96	4	-0.2	1.6
O=C1CCc2cc(S(=O)(=O)N3CCN(c4ccc(F)cc4)CC3)cc3c2N1CC3	.	.	-4	.	0	.	.	0.6	0.8
Cc1nn(C2CCS(=O)(=O)C2)c(Cl)c1/C=C/C(=O)OCC(=O)N(C)C (configuration not stated)	1	-11	8	5	-6	101	10	0.7	1.7
CS(=O)(=O)c1nc(S(=O)(=O)c2ccc(Cl)cc2)c(N2CCOCC2)s1	2	-3	-3	3	0	101	16	0.9	1.3
O=C1NC(=S)N/C1=C/c1cc2c(cc1[N+](=O)[O-])OCO2	5	-11	-13	2	-7	107	23	0.8	-0.1
Cn1c(SCC(=O)N2CCN(c3ccccc3)CC2)nnc1-c1c[nH]c2ccccc12	7	-1	-5	-6	.	102	-16	1.8	1.6
O=C(CSc1nnc2ccccn12)NNC(=O)c1ccc(F)cc1	-2	-12	-3	5	4	93	-5	0.8	1.8
Cc1cccc(NS(=O)(=O)c2cn(C)c(=O)n(C)c2=O)c1C	-5	-10	-4	-9	.	93	-6	-0.2	-0.4
O=C(CSc1ccc2nnc(-c3ccccn3)n2n1)NCc1ccc2c(c1)OCO2	.	-11	-8	5	-1	.	5	-0.1	2.0
CCc1cccc(CC)c1NC(=O)c1cccc(S(=O)(=O)N2CCN(C)CC2)c1	-2	-14	.	3	-2	96	10	.	.
CC1Cc2ccccc2N1C(=O)Cc1cccs1 (configuration not stated)	7	-6	-5	4	-7	94	8	-1.8	-1.7
CN(C)S(=O)(=O)c1cccc(NC(=O)CCNC(=O)c2ccccc2Cl)c1	10	1	-7	-3	4	95	6	-0.1	-0.5
COc1cccc(C(=O)NCc2ccco2)c1	2	-15	-6	6	-9	98	3	0.2	1.0
COc1ccc(S(=O)(=O)CCc2nnc(NC(=O)c3cccs3)s2)cc1	-2	-1	5	-8	-3	98	15	0.8	1.2
Cc1csc(N2CCc3ccccc32)n1	3	-8	-9	-8	-2	108	-24	-0.8	-2.6
Cc1ccc(C)c(N2CCN(S(=O)(=O)c3c(C)[nH]c(C)c3C(=O)N3CCCCC3)CC2)c1	5	-11	-2	2	-9	99	2	3.9	1.0
CC(=O)c1cc(-c2ccc(F)cc2)n(CCC(=O)NC(C)(C)C)c1C	0	-7	3	-4	0	110	-13	0.0	-1.7
CC(C)Nc1ncnc2c1cnn2-c1ccc(Cl)cc1	10	6	-1	-5	-2	103	.	-0.4	-0.9
On1c(-c2ccccc2)nc2ncccc21	5	-2	-4	2	-7	104	-29	0.9	0.5
CCOC(=O)c1cc(OC(=O)c2ccccc2Br)n(-c2ccccc2)n1	0	7	3	12	-6	99	16	0.3	0.1
Cc1ccc(N2C(=O)N(CC(=O)Nc3ccc([N+](=O)[O-])cc3)C(=O)C2C)cc1 (configuration not stated)	2	16	-2	0	-5	97	-3	0.9	0.4
CC(C)c1cc(CN2CCN(C3CCCC3)C(CCO)C2)[nH]n1 (configuration not stated)	-1	-11	-17	0	4	111	19	-0.4	-0.1
Cc1ccc(-c2cc(C(=O)Nc3ccccc3C(N)=O)c3ccccc3n2)o1	.	.	-2	.	8	.	.	0.3	-0.7
O=C(/C(Br)=C/Nc1cc(Cl)ccc1Cl)C(F)(F)F	-1	-1	-2	1	1	95	41	0.7	0.1
COc1ccc(/C=C/C(=O)OC2CCCN(C)C2)cc1 (configuration not stated)	3	-2	-2	-4	1	105	-1	1.4	1.6
OCCC1CN(Cc2nc(-c3ccccc3)cs2)CCN1Cc1ccc(F)cc1 (configuration not stated)	11	-14	-24	3	0	109	5	4.9	3.5
CC(C)N(CCCNC(=O)c1nn(C)c2c1CS(=O)(=O)c1ccccc1-2)Cc1ccccc1	4	-6	0	-8	2	108	-1	-0.1	-0.3
O=C(Nc1ccccn1)c1csc2c1CCCC2	-6	-12	-1	3	-1	100	5	-0.7	-2.4
CSc1ncccc1C(=O)OCC(=O)NC1CCCc2ccccc21 (configuration not stated)	.	.	-3	.	-2	.	.	-1.3	-1.3
CC(Sc1nc2ccccc2c(=O)n1C)C(=O)Nc1ccc2c(c1)OCCO2 (configuration not stated)	.	.	-7	.	-9	.	.	4.6	6.2
COCCn1c(=S)[nH]c2sc3c(c2c1=O)CCCC3	-7	-8	-8	4	-10	97	0	-0.1	-0.7
O=C(NCCc1ccccc1)c1nc2c(nnn2Cc2ccccc2Cl)c(=O)[nH]1	5	-17	-8	5	-9	109	1	-0.4	-1.9
O=C(/C=C/c1ccc(S(=O)(=O)N2CCOCC2)cc1)NCc1ccccc1Cl	-3	-1	-6	-1	-3	99	.	5.0	4.1
CCCCCSc1nc(C)c(CC(=O)O)c(=O)[nH]1	3	-6	0	-5	-3	106	8	-0.5	-0.1
c1cnc2c(OCc3nc4ccccc4[nH]3)cccc2c1	-8	-5	-11	0	-2	90	5	0.6	-1.2
O=C(CCc1nnc2ccc(N3CCCC3)nn12)Nc1ccc(F)c(F)c1	10	0	4	0	4	104	5	0.1	-0.7
COc1cccc(NC(=O)CSc2nc3ccccc3c(=O)n2CCCC(=O)NCCCN2CCOCC2)c1	5	-15	-2	-1	-5	108	11	0.7	0.6
CCCc1n[nH]c2c1/C(=N/O)CC(c1ccccc1)C2 (configuration not stated)	-2	-5	-6	1	-6	95	29	0.7	-0.7
